Source: PubChem BioAssay
Yp Topo-I inh = inhibitors of Yersinia pestis topoisomerase I; Y. pestis Topo-I cleavage product accumulation, plate reader; activity, % at 10 µM; hit rate 0.064% among 360,000; AID 504884; in the data active means activity above about 50%, passing the limit was not always enough; further: inactives centre near 2
Vc quorum ag = quorum light induction in luxS cqsA deficient V. cholerae | activation, % at 18.7 µM | AID 588436 | V. cholerae BH1578 lux reporter, luminescence, 6 h | hit rate 0.16% among 350,000; in the data active means activation mostly above about 9.7%, no sharp cut-off; further: not every result past the cut was called active; inactives centre near 0; reference of the scale not given here
VHR inh abs = blocks human VHR1 dual specificity phosphatase | inhibition, % at 13.3 µM | hit rate 0.52% among 290,000 | AID 1654 | recombinant VHR phosphatase, pNPP absorbance; in the data active means inhibition above about 50%; further: some compounds called inactive have numbers as strong as hits
Target sequence (P51452 whole entry, looked up): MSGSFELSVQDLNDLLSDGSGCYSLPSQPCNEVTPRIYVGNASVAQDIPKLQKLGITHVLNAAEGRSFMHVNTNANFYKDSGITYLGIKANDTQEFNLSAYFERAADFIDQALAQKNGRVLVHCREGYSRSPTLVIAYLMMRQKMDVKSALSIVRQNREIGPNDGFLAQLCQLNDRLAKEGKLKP
TcdB inh = blocks C. difficile toxin B glycohydrolase activity; inhibition, % at 9.99 µM; hit rate 0.24% among 350,000; P18177; TcdB glycohydrolase enzymatic assay, plate reader; in the data active means inhibition above about 10%
Rv3671c inh = inhibits the M. tuberculosis serine protease Rv3671c; AID 2606; hit rate 0.048% among 320,000; inhibition, % at 5.96 µM; in the data active means inhibition above about 38%;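 further: extracellular domain of Rv3671c used as enzyme; 0% = enzyme with DMSO and 100% = no enzyme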
SSB-PriA inh = inhibitors of Klebsiella pneumoniae PriA binding to SSB C-terminal tail. inhibition, % at 33 µM. AlphaScreen SSBct-PriA binding, biotinylated peptide. hit rate 0.6% among 430,000; in the data active means inhibition mostly above about 37%, no sharp cut-off; inactive means mostly below about 20%;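 further: plate controls were negative control peptide for no effect and reference peptide for full effect; strong numbers were not always called active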
SARS 3CLpro inh = SARS-CoV 3CLpro protease inhibition. AID 1706. P0C6X7. inhibition, % at 6 µM. recombinant SARS-CoV 3CLpro, quenched FRET peptide cleavage. hit rate 0.14% among 290,000; in the data active means inhibition above about 12%
MazF activator = MazEF (E. coli) toxin RNase activation; activation, % at 20 µM; FAM/BHQ RNA-DNA oligo cleavage fluorescence, 5 h; hit rate 0.32% among 350,000; in the data active means activation above about 50%
Target sequence (P0AE70 whole entry, looked up): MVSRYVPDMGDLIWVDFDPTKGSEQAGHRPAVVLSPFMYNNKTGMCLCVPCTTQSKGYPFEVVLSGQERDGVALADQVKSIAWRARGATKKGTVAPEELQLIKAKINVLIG
PfHsp40 rescue = restores yeast growth despite PfHsp40 toxicity; S. cerevisiae expressing PfHsp40, growth rescue, ATP luminescence; growth rescue, % at 12.5 µM; hit rate 0.68% among 340,000; AID 504582; in the data active means growth rescue above about 28%, passing the limit was not always enough;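 further: yeast W303a lacking pdr1 and pdr3 grown in galactose medium; growth measured after three days at 30 °C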
Anthrax LF prot = blocks Bacillus anthracis lethal factor protease; P15917; multiplex microsphere protease cleavage assay, LF; inhibition, % at 10 µM; hit rate 0.12% among 360,000; in the data active means inhibition above about 30%; further: plate controls were buffer without enzyme for full effect and enzyme alone for no effect
Target sequence (P15917 whole entry, looked up): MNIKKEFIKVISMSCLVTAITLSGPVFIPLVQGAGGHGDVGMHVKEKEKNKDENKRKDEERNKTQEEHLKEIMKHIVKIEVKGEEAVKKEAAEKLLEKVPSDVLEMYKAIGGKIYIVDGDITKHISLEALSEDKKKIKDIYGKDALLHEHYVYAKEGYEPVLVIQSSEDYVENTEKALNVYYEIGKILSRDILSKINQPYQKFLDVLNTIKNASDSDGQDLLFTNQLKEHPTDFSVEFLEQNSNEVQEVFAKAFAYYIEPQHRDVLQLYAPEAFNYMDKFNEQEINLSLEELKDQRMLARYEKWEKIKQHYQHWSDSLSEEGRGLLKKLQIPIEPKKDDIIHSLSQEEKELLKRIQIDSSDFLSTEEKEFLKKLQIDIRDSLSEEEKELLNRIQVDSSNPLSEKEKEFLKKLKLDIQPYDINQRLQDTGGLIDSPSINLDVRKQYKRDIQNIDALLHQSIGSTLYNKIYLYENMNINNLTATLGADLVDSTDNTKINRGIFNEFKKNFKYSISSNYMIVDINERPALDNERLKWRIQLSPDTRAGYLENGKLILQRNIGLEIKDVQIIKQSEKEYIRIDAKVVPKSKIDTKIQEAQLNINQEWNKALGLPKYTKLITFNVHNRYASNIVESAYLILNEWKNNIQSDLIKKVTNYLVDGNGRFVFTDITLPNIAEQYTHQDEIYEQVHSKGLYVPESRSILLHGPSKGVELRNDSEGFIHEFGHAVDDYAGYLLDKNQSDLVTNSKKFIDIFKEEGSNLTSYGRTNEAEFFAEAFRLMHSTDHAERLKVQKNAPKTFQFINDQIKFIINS
* marks the source's active call; other numbers are inactive results; i = inactive; / = no result given. Not all compounds are listed; count on the stated rates, not on these rows.

SMILES | Yp Topo-I inh | Vc quorum ag | VHR inh abs | TcdB inh | Rv3671c inh | SSB-PriA inh | SARS 3CLpro inh | MazF activator | PfHsp40 rescue | Anthrax LF prot
CC1CCCCC1NC(=O)c1ccncc1 (centres undefined) | -2 | -0.8 | 28 | 0.4 | 2 | -16 | 1 | -2 | -0.1 | 1
O=S(=O)(c1ccccc1Br)N1CCC(O)(c2cccnc2)CC1 | 9 | -0.2 | 22 | 0.4 | -2 | -21 | -5 | 2 | -0.9 | 1
CCn1c(SCC(=O)NNC(=S)Nc2ccccc2)nnc1-c1ccc(Cl)cc1 | 9 | i | 30 | -1.6 | 3 | 5 | 2 | 0 | 1.7 | -2
O=S(=O)(Nc1cccc(-c2cn3c(n2)SCC3)c1)c1cccs1 | -6 | i | 29 | 1.6 | -19 | -1 | 1 | 3 | 0.4 | 0
Cc1c(O)ccc2c(CN3CCN(Cc4ccccc4)CC3)cc(=O)oc12 | -4 | -1.2 | 21 | 1.6 | 2 | 5 | -2 | 3 | 0.0 | 16
COc1cc(/C=C2\SC(=O)N(CC(=O)Nc3cccc(C)c3)C2=O)ccc1OC(C)C(=O)O (centres undefined) | -2 | -0.8 | / | 0.1 | -3 | 3 | / | 1 | 0.2 | 2
O=C(C1CC(=O)N(c2ccc3c(c2)OCCO3)C1)N1CCN(S(=O)(=O)c2ccccc2F)CC1 (centres undefined) | 6 | 0.6 | / | 1.1 | / | 7 | / | -2 | -0.2 | -1
O=c1[nH]c(=S)n(Cc2ccc(F)cc2)c(O)c1C=NCc1ccc2c(c1)OCO2 | 1 | -0.4 | 4 | 0.9 | -8 | 0 | 0 | 20 | 0.2 | 3
COc1cccc(C(=O)NCC(=O)OCC(=O)NC2CCCCC2)c1 | 2 | -3.2 | / | -1.3 | 5 | -7 | / | 3 | -1.7 | 4
Cn1c(=O)cc(SCC(=O)NCC2COc3ccccc3O2)c2ccccc21 (centres undefined) | -4 | / | 15 | / | -1 | -3 | 2 | -5 | -1.2 | 14
CCN1CCCC1CNC(=O)Cn1cnc2sc(C)c(S(=O)(=O)N3CCC(C)CC3)c2c1=O (centres undefined) | / | / | -9 | / | -15 | -18 | -5 | 1 | / | /
O=C(c1ccc(F)cc1)N1CCCC(C(=O)N2CCCCC2)C1 (centres undefined) | 1 | -2.6 | 8 | 1.3 | -3 | 3 | -2 | 3 | 0.3 | -2
c1ccc(CCN(Cc2ccccc2)C2CCN(C3CCCC3)CC2)cc1 | 3 | i | -6 | 1.3 | -7 | 8 | -1 | 3 | -0.5 | 0
CCCCn1c(N)c(N(CC(C)C)C(=O)c2ccc(N3C(=O)c4ccccc4C3=O)cc2)c(=O)[nH]c1=O | -7 | -4.0 | / | 2.0 | -9 | -6 | / | -20 | 2.1 | -5
CC(O)c1cccc(NC(=O)CCC(=O)O)c1 (centres undefined) | 4 | i | 24 | 0.0 | 1 | -15 | -6 | -1 | -0.5 | 0
O=C(NC1CCCC1)C(c1ccc(F)cc1)N(Cc1ccccc1)C(=O)c1csnn1 (centres undefined) | 12 | -0.3 | 17 | -0.5 | -2 | -4 | -3 | 7 | 1.0 | -1
O=C1OCc2cc(NS(=O)(=O)c3cccs3)ccc21 | -6 | -1.0 | 16 | 1.8 | 3 | -4 | -4 | 5 | -0.4 | 12
CC(=O)NCC(=O)OC(C)C(=O)Nc1ccc(C(C)=O)cc1 (centres undefined) | -7 | 3.0 | 6 | / | 2 | 0 | -1 | 2 | 1.1 | -6
CCN1C(=O)CSc2ccc(C(=O)NCc3ccc(OC)cc3)cc21 | -2 | -0.2 | 24 | / | -11 | -4 | -6 | -1 | 0.0 | -2
COc1cc(CNCCc2ccccc2F)ccc1OCc1ccc(Cl)nc1 | 19 | -0.9 | 8 | / | -3 | 9 | 5 | 2 | -1.5 | -3
COc1cc(C=O)ccc1OCc1cccc(Br)c1 | 2 | -0.4 | 8 | / | 4 | -23 | 2 | -9 | 0.0 | -1
CC1(C)CC(NC(=O)c2cccc([N+](=O)[O-])c2)CC(C)(C)N1 | -4 | -0.8 | 39 | 1.6 | -2 | 8 | 1 | 3 | 0.2 | 30*
CCCn1c2ccccc2c2cnn(CC(=O)NC(C)CC)c(=O)c21 (centres undefined) | 1 | 0.6 | 40 | 1.3 | / | -8 | 1 | -11 | 2.6 | -2
CCOC(=O)CN(C(=O)COc1nc(C)cc(C)c1C#N)c1ccc(Cl)cc1 | 2 | -2.0 | 14 | 1.6 | 0 | -14 | 5 | 8 | 0.8 | -12
Cn1cc(Cl)c(C(=O)OCC(=O)Nc2ccccc2)n1 | 2 | -7.1 | 19 | / | 5 | -8 | 5 | -20 | -1.9 | -3
O=C(Nc1nnc(C2CCCO2)s1)c1ccc(Br)cc1 (centres undefined) | -11 | -0.2 | 0 | 0.4 | 1 | 2 | 1 | 0 | -0.8 | -4
Nc1c2c(nc3ccccc13)N(c1ccccc1)CC2 | 0 | -2.3 | 16 | / | 8 | -5 | / | 0 | -0.4 | -1
CC(=O)Oc1ccc(/C=c2\sc3ncnn3c2=O)cc1 | -6 | i | 8 | / | 1 | / | -4 | -17 | 0.3 | -3
CN(CC(=O)Nc1ccc(Cl)c(C(F)(F)F)c1)C(=O)c1cnccn1 | -5 | -2.6 | / | 0.5 | -1 | -12 | / | -3 | 1.3 | -5
COc1ccc2cc(OC)c(C(=O)N3CCOCC3)cc2c1 | 5 | -0.1 | 14 | 1.0 | -2 | 1 | 1 | -1 | 0.4 | 3

Part of the list above, as a markdown table:
| Compound | Yp Topo-I inh | Vc quorum ag | VHR inh abs | TcdB inh | Rv3671c inh | SSB-PriA inh | SARS 3CLpro inh | MazF activator | PfHsp40 rescue | Anthrax LF prot |
| --- | --- | --- | --- | --- | --- | --- | --- | --- | --- | --- |
| CCN1C(=O)CSc2ccc(C(=O)NCc3ccc(OC)cc3)cc21 | -2 | -0.2 | 24 | / | -11 | -4 | -6 | -1 | 0.0 | -2 |
| COc1cc(CNCCc2ccccc2F)ccc1OCc1ccc(Cl)nc1 | 19 | -0.9 | 8 | / | -3 | 9 | 5 | 2 | -1.5 | -3 |
| COc1cc(C=O)ccc1OCc1cccc(Br)c1 | 2 | -0.4 | 8 | / | 4 | -23 | 2 | -9 | 0.0 | -1 |
| CC1(C)CC(NC(=O)c2cccc([N+](=O)[O-])c2)CC(C)(C)N1 | -4 | -0.8 | 39 | 1.6 | -2 | 8 | 1 | 3 | 0.2 | 30* |

The list goes on:
SMILES | Yp Topo-I inh | Vc quorum ag | VHR inh abs | TcdB inh | Rv3671c inh | SSB-PriA inh | SARS 3CLpro inh | MazF activator | PfHsp40 rescue | Anthrax LF prot
Cc1c(O)ccc2c(CN3CCN(C/C=C/c4ccccc4)CC3)cc(=O)oc12 | -2 | -0.2 | 29 | 1.2 | 5 | 5 | 1 | 9 | 0.0 | -8
Cc1ccc(NS(=O)(=O)c2ccccc2F)cc1S(=O)(=O)N1CCCCCC1 | 1 | 0.3 | / | 0.7 | / | -8 | / | 1 | 0.3 | 2
CCN(CC)C(=O)c1ccc(N)cc1 | 15 | i | 26 | 0.4 | -5 | -3 | 6 | 2 | -1.3 | -9
Cc1cc(OCc2nn[nH]n2)c2c3c(c(=O)oc2c1)CCC3 | 4 | 6.2 | 22 | / | 4 | -8 | 10 | 0 | 0.1 | -3
CCC1CCc2sc(C(=O)OCC(=O)N(CCOC)c3c(N)n(Cc4ccccc4)c(=O)[nH]c3=O)cc2C1 (centres undefined) | 45 | -0.8 | / | 0.5 | -4 | 2 | / | 0 | 2.4 | /
Cc1c(C(=O)C(=O)N2c3ccccc3CC2C)c2ccccc2n1C (centres undefined) | 1 | -1.0 | 8 | 2.7 | -1 | 4 | -6 | 4 | -0.1 | -5
C[C@H]1COC(=O)[C@@H](Cc2ccc(F)cc2)CC/C=C/C[C@@H](CC(=O)N(CCO)Cc2ccccc2)C(=O)N1 | 19 | -0.3 | / | 3.1 | 5 | -16 | / | 7 | -0.5 | 2
Cc1cccc(NC(=O)c2ccc3c(c2)OCCO3)c1C | 3 | 1.3 | -20 | -7.8 | 1 | -14 | 1 | 3 | 1.6 | 14
Cc1ccc(OCC(=O)N2CCN(C3CCC(c4ccccc4)CC3)CC2)cc1 (centres undefined) | 6 | i | 40 | -0.1 | 5 | 4 | 5 | 11 | 2.6 | -1
CCOC(=O)c1c(C)[nH]c(C)c1S(=O)(=O)Nc1ccc(CN2CCCCC2)cc1 | 0 | -0.3 | -13 | 0.4 | -1 | 5 | -1 | 13 | 1.5 | -7
c1ccc(Nc2nc(N3CCOCC3)nc(N3CCOCC3)n2)cc1 | -1 | i | 23 | / | 3 | -3 | 5 | 5 | -0.1 | -1
CC(=O)c1c(C)n(CCCOC(C)C)c2ccc(O)cc12 | -3 | 0.3 | 7 | / | -6 | -9 | 1 | 1 | 0.3 | -3
CCCn1c(N)c(N2CCCCC2)c(=O)n(CC(=O)Nc2ccccc2)c1=O | 5 | i | -23 | / | -7 | -10 | -2 | -1 | 0.0 | 1
CCc1cccc(CC)c1NC(=O)CSc1nc2ccc(N3C(=O)C4C(C3=O)[C@H]3C=C[C@@H]4C3)cc2s1 (some centres undefined) | 7 | i | 0 | 0.2 | 4 | -12 | 2 | -1 | -0.7 | -4
Cn1c(SCC(=O)Nc2nc3ccccc3s2)nnc1-c1ccccc1 | -8 | i | 21 | / | 5 | -16 | 4 | -3 | -1.2 | -8
O=C(Nc1ccc(Br)cc1)c1ccc(F)c(S(=O)(=O)N2CCN(c3ccccn3)CC2)c1 | -3 | i | 12 | 0.9 | 1 | -1 | -6 | 7 | 5.5 | -5
CCCCCNC(=O)Cn1c(=O)c2c(ncn2CC(C)C)n(Cc2ccccc2)c1=O | 4 | -0.3 | -30 | 0.3 | 3 | -20 | 5 | 2 | 1.0 | -2
COc1cccc(CNC(=O)c2cc3c(C)nc4ccccc4c3o2)c1 | 46 | -0.8 | 42 | 1.6 | -13 | 1 | -5 | 12 | 0.6 | -4
CC(=O)Nc1ccc(S(=O)(=O)NNC2=NS(=O)(=O)c3ccccc32)cc1 | -1 | 0.8 | 14 | -1.6 | -8 | -8 | -3 | -3 | -0.4 | 2
CC1(C(=O)Nc2cccc3cccnc23)CCN1C(=O)CC1CC1 (centres undefined) | 3 | i | / | -0.9 | / | / | / | / | / | -1
C=CCn1cnc2c(nnn2-c2cc(C)cc(C)c2)c1=O | 1 | i | 13 | -0.2 | 9 | -1 | 0 | 1 | 0.3 | -4
COc1cc(/C=N/NC(=O)c2ccccn2)ccc1OC(=O)c1ccccc1Br | -17 | 11 | 40 | 1.2 | -12 | / | -3 | -14 | -0.4 | -15
Cc1sc2ncnc(SCC(=O)N(C(C)C)C(C)C)c2c1C | 2 | -0.4 | -8 | 1.0 | 2 | -8 | 2 | 2 | -0.2 | -2
CC(=O)N(C)c1ccc(NS(=O)(=O)c2cc(Cl)ccc2Cl)cc1 | 1 | -0.3 | 20 | 1.7 | 0 | -16 | 14* | -1 | -0.9 | 0
COc1ccccc1NC(=O)CNC(=O)c1ccccc1 | -1 | i | 10 | / | 1 | -9 | 3 | -5 | 0.5 | -1
CCSc1nnc(-c2ccc(OC)cc2)o1 | 8 | i | -20 | / | 9 | -29 | -4 | 4 | -0.7 | -10
CC(=O)c1ccc(Nc2ccc(-c3ccccc3F)nn2)cc1 | 1 | -0.5 | 5 | 10* | -6 | -7 | -4 | 15 | -0.3 | 3
COc1ccccc1-n1c(-c2ccccc2F)nc2ccccc2c1=O | -3 | -0.4 | / | 1.8 | -2 | -9 | / | 4 | 0.1 | -7
COC(=O)c1ccc(COc2ccc(C=O)cc2OC)o1 | 4 | -0.6 | 8 | -0.4 | -2 | -14 | 1 | 1 | 0.7 | 3
CCc1nc2c(OCc3ccc(OC)cc3)cccn2c1N(C)C(=O)c1ccncc1 | 2 | 3.3 | / | 0.4 | / | / | / | / | / | -2
COc1ccc(C(=O)OCC(=O)c2ccco2)cc1[N+](=O)[O-] | -1 | i | / | 2.3 | / | / | / | 7 | / | -1
O=S(=O)([O-])CCC[N+]1(CC#Cc2ccccc2)CCCCC1 | 3 | -0.2 | -1 | 0.3 | -6 | -12 | -3 | -3 | 0.1 | -5
CCn1c(COc2cccc(C)c2)nnc1SCC(=O)Nc1cccc(C(=O)OC)c1 | 19 | / | 10 | / | 2 | -15 | -1 | 4 | 5.3 | 0
